Screening data as filed in PubChem.
Artemis endo inh – blocks endonuclease activity of human Artemis. Q96SD1. recombinant Artemis, quenched FAM hairpin cleavage fluorescence. inhibition, % at 10 µM. hit rate 0.78% among 30,000. AID 686954;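 active = at 10 µM dose, at least 30% inhibition, measured as corrected fluorescence normalized to stimulator and neutral control wells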
Target sequence (Q96SD1 whole entry, looked up): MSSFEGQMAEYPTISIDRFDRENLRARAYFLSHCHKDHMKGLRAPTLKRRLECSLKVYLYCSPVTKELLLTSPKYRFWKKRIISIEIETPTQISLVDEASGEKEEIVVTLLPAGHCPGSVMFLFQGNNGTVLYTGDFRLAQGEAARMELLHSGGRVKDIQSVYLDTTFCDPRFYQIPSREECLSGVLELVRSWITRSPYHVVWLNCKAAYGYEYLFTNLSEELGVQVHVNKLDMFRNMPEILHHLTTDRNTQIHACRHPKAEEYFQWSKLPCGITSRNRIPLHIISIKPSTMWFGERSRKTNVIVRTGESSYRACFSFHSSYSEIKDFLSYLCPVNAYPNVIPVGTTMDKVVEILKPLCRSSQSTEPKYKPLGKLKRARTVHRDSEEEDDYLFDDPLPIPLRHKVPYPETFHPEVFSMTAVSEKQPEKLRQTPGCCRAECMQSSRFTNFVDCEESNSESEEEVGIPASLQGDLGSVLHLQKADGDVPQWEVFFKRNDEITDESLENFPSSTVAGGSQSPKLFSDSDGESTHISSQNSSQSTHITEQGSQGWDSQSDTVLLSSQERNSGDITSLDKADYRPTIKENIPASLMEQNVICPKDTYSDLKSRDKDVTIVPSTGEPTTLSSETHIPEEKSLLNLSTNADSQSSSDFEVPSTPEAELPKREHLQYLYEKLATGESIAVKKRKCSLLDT
* = called active by the depositor. This is a subset; rates above refer to the full screens.

SMILES	Artemis endo inh
CCOC(=O)c1[nH]c(C)c(/C(O)=C2\C(=O)C(=O)N(CCCN(C)C)C2c2cccnc2)c1C (centres undefined)	-6.0
CC(=O)Oc1cc(OC(C)=O)c2c(C)cc(=O)oc2c1	-0.1
CCS(=O)(=O)c1ccc(-c2csc(-c3ccccc3Cl)n2)c(Cl)c1Cl	3.7
CN1C(=O)N(C)C2(c3ccccc3)Nn3c(s/c(=C/c4ccccc4)c3=O)=NC12c1ccccc1 (centres undefined)	8.0
CCC(c1nnc(SCC(=O)Nc2ccc(C(=O)Nc3ccccc3OC)cc2)o1)N(C)C (centres undefined)	1.2
O=S1(=O)C=C(SCc2cccc(Cl)c2)Nc2ccccc21	-0.3
Cc1cccc(OCCn2c(=S)[nH]c3ccccc32)c1	1.4
COC(=O)CN(c1ccc(OC)cc1)S(=O)(=O)c1c(C)noc1C	-0.4
O=C(C1CCCCC1)N1CCCc2ccccc21	-6.3
CCCc1nc(NCC2CCCO2)c2nnn(Cc3ccccc3)c2n1 (centres undefined)	-1.5
O=C(Nc1cnn(Cc2ccc(F)cc2)c1)c1cnccn1	0.5
COc1ccc(NC(=O)N(C2CCCCC2)C(C)c2cccnc2)c(OC)c1 (centres undefined)	2.9
O=C(Nc1nnc(CC2=CCCCC2)s1)c1cccs1	7.4
CC(C(=O)N1CCCc2c1c(=O)oc1ccc(O)cc21)N1CCc2ccccc2C1 (centres undefined)	8.5
Cc1cc(OCCNCCO)cc(C)c1Cl	-3.4
Cc1ccc(NC(=O)N2C(=O)C3(OCCO3)c3ccccc32)cc1	1.7
O=C(O)COc1ccc(=O)n(-c2ccccc2)n1	-4.1
Cn1ccs/c1=N\S(=O)(=O)c1ccc(C(C)(C)C)cc1	3.5
Cc1cccc2[nH]c3c(=O)n(CCN4CCNCC4)cnc3c12	-8.8
CC(=O)c1c(C)oc2ccc(N(C(C)=O)S(=O)(=O)c3ccc(Cl)c([N+](=O)[O-])c3)cc12	-5.6
CC1CN(C2CCN(C(=O)COc3ccc(Cl)cc3)CC2)CC(C)O1 (centres undefined)	-0.8
Cc1c(C)n(C(=O)CSc2nc3ccccc3[nH]2)c2ccccc12	7.8
Cc1noc(C)c1CSc1nnc(-c2ccccc2)n1Cc1ccco1	-3.0
CCOC(=O)c1c(NC(=O)CSc2nncs2)sc(C)c1C	-4.6
Cc1ccccc1NC1=C(C(=O)c2ccccc2)N(C)S(=O)(=O)c2ccccc21	0.5
Clc1ccc(-c2cc3ccccc3nc2N2CCCC2)cc1	3.1
COc1cc2cc(CN(CCN3CCCC3)C(=O)Nc3ccccc3Cl)c(=O)[nH]c2cc1OC	15.7
CCCCC(=O)NCCNC(=O)c1cc(OCC(F)(F)F)ccc1OCC(F)(F)F	0.2
CC(C)(C)CC(C)(C)NCC(O)COc1ccc2c(c1)CCC2 (centres undefined)	-0.6
CCCc1nnc(NC(=O)Cn2c(=O)oc3ccccc32)s1	2.4
CCOC(=O)N1CCN(C(=O)COc2ccc(Cl)cc2C)CC1	2.5
CCc1nnc(NCC(=O)N2CCc3ccccc32)s1	9.7
CC1CCc2c(nc3ncnn3c2N2CCN(c3ccccc3F)CC2)C1 (centres undefined)	3.3
CCc1ccc(OCc2ccc(C(=O)NCc3ccccn3)o2)cc1	-1.4
COc1ccc2c3c(cccc13)N(C)N=C2C	58.0*
O=C(c1ccccc1)N1CCC(O)(c2ccc3c(c2)OCO3)CC1	-8.8
O=C(Oc1cccc2cccnc12)c1cccs1	0.4
Cc1ccc(OCC(=O)NNC(=O)c2cc3ccccc3o2)cc1	10.6
CC(=O)Nc1ccc(NC(C)=O)s1	-3.1
Cc1cc(OCCOc2cccc3cccnc23)cc(C)c1Cl	5.2
COc1ccc(Cl)cc1C(=O)N1CCN(c2ccccn2)CC1	-7.3
N/C(=N\S(=O)(=O)c1cccs1)c1ccccc1	12.0
COc1cccc(NC(=O)c2cn(C)c(=O)c3cc(OC)c(OC)cc23)c1	-7.2
Cc1cc(C)n(-c2nc3c(c(=O)[nH]c(=O)n3C)n2C(C)C)n1	-0.9
COc1ccc2c3c(cccc13)OCC2=O	4.9
Cc1cccc(NS(=O)(=O)c2cccc3nsnc23)c1	-3.9
CN1CCN(/C=N/c2c(C#N)cnn2-c2ccccc2)CC1	-8.8
COC(=O)CSc1snnc1-c1ccc(Cl)c(Cl)c1	9.2
CCOC(=O)CC(=O)Nc1ccc(C(=O)OCC)cc1	-0.6
CCCCc1nc(NCCN2CCOCC2)c(C#N)c2c1COC(C)(C)C2	-4.2
CCOC(=O)N1CCN(C(=O)c2ccc(CNS(=O)(=O)c3ccc(OC)cc3)cc2)CC1	1.1
S=C(Nc1ccc(N2CCOCC2)cc1)Nc1ccc2nc(-c3ccco3)c(-c3ccco3)nc2c1	21.1
CCOCC(=O)Nc1ccc(S(=O)(=O)Nc2ncccn2)cc1	-1.0
CCCCCn1ccc(=N)cc1	-1.6
CCN(CC)C(=O)c1c[nH]c2ccc(S(=O)(=O)Nc3cc(C)cc(C)c3)cc2c1=O	4.7
Cc1cc(C)cc(NS(=O)(=O)c2cnc(Cl)c(Cl)c2)c1	12.4
CCOc1cccc(C(=O)Nc2cnn(Cc3ccccc3)c2)c1	0.8
CC(=O)c1ccc(NC(=S)NC(NC(=O)c2ccco2)C(Cl)(Cl)Cl)cc1 (centres undefined)	3.0
CC1N/C(=C\C(=O)c2ccccc2)N(O)C1(C)C (centres undefined)	-6.7
CN1CCN(C(=O)c2ccc3c(=O)n4c(nc3c2)CCCCC4)CC1	-3.9
Remaining list, next part
SMILES	Artemis endo inh
CCC(C)NC(=O)c1cn(-c2cccc(C)n2)cn1 (centres undefined)	-4.7
c1ccc(CC2CCN(c3nnnn3-c3ccccc3)CC2)cc1	0.5
CCOC(=O)c1c(NC(=S)NC(=O)c2ccc(Cn3cc(Cl)cn3)o2)sc2c1CCCCC2	4.2
O=C(Nc1nnc(CCN2CCOCC2)s1)C1CCCCC1	-3.4
CCC(=O)n1nc(NCc2ccccc2OC)nc1NCc1ccccc1OC	-4.6
Cc1cc(Nc2ccccc2)nn1C(=O)c1ccc([N+](=O)[O-])cc1	11.8
CN1C(=O)N(CN2CCCCC2)C2C1N(C)C(=O)N2CN1CCCCC1 (centres undefined)	0.6
COc1ccc(NC(=O)c2ccco2)cc1NC(=O)c1c(F)c(F)c(OC)c(F)c1F	9.2
O=S(=O)(Cc1ccc(Cl)cc1)c1ccccc1-c1nnc(-c2ccccc2)o1	3.6
Cc1cc2c(c(=O)o1)C(Cc1ccccc1)C(C#N)=C(N)O2 (centres undefined)	-9.9
CCOc1ccc(/C=N/NC(=O)COc2ccccc2-c2ccccc2)cc1	17.5
COc1ccccc1-c1cc(C(F)(F)F)nc(S(=O)(=O)CCCC(=O)N2CCCCC2C)n1 (centres undefined)	4.2
COC(=O)c1c(-c2ccc(F)cc2)csc1NC(=O)c1ccco1	0.1
CCn1c(Cn2nnc(-c3ccccc3)n2)nnc1SCc1ccc(Cl)c(Cl)c1	7.1
Clc1ccc(CSc2nnc([C@@H]3CCCN3)o2)cc1	-3.5
CCCCn1nnc(NC(=O)CC23CC4CC(CC(C4)C2)C3)n1	3.4
CC(C)[C@H](NC(=O)NC1CCCC1)C(=O)O	-11.1
COCCOc1ccc(C(F)(F)F)cc1Nc1nc2ccccc2o1	7.9
CC(C)Oc1ccc(C(=O)Nc2ccccc2N2CCCC2)cc1	7.9
Cc1nnc(SCC(=O)N2CCC(C(N)=O)CC2)s1	-1.3

Already shown: two of the compounds above.
SMILES	Artemis endo inh
O=C(Oc1cccc2cccnc12)c1cccs1	0.4
Cc1ccc(OCC(=O)NNC(=O)c2cc3ccccc3o2)cc1	10.6

3 of the compounds above, in markdown.
| Structure | Artemis endo inh |
| --- | --- |
| COc1ccccc1-c1cc(C(F)(F)F)nc(S(=O)(=O)CCCC(=O)N2CCCCC2C)n1 (centres undefined) | 4.2 |
| Cc1cc(Nc2ccccc2)nn1C(=O)c1ccc([N+](=O)[O-])cc1 | 11.8 |
| Clc1ccc(CSc2nnc([C@@H]3CCCN3)o2)cc1 | -3.5 |

Additional records follow.
SMILES	Artemis endo inh
O=C(COC(=O)CCOc1ccccc1)Nc1ccc(Cl)cn1	-1.3
O=C(c1ccccc1NS(=O)(=O)c1ccc(Br)s1)N1CCCC1	-3.1
COc1cc2c(=O)n(Cc3ccco3)c(=O)n(CC(=O)c3ccc(Br)cc3)c2cc1OC	12.9
Cc1cccc(NC(=O)CS(=O)(=O)Cc2ccccc2)n1	5.0
CC1CC(C(F)(F)F)n2ncc(C(=O)O)c2N1 (centres undefined)	-7.6
COc1ccc(OC)c(NC(=S)NN2CCN(C)CC2)c1	3.4
O=C(COc1ccccc1)Nc1cccc(-c2nnc(-c3ccccc3)o2)c1	18.3
Cc1ccc(-c2nc3ccccc3o2)cc1NC(=S)NC(=O)c1cccs1	6.7
Cc1ccc(SCc2nc(-c3ccccc3)no2)cc1	6.7
CC1(C)Cc2c(c(N3CCOCC3)nc3snc(NC(=O)c4ccccc4)c23)CO1	-0.5
COC(=O)c1ccc(Oc2nc3c(c(=O)n(C)c(=O)n3C)n2CCC(C)C)cc1	2.1
Cc1ccc(N2C(=O)CC(n3ccnc3)C2=O)cc1C (centres undefined)	-6.0
C=CCn1c(SCc2c(C(=O)OC)sc(N)c2C(=O)OC)nnc1-c1ccc(Br)cc1	5.2
C/C(=C\C(=O)c1ccc(Cl)cc1)NCc1ccc2c(c1)OCO2	4.8
COc1cc(NC(=O)CN2CCN(Cc3ccc4c(c3)OCO4)CC2)cc(OC)c1	-12.2
CCCCc1ccc(NC(=O)CSC2=C(C#N)C(c3ccco3)C3=C(CCCC3=O)N2)cc1 (centres undefined)	19.2
COCCCNC(=O)c1ccccc1NS(=O)(=O)c1ccc(C)cc1	-5.2
COc1ccc(Nc2nc(N3CCCC3)c3ccccc3n2)cc1	33.4*
CC[C@@H](C)[C@H](NS(=O)(=O)c1ccc(C)cc1)C(=O)N1CCC(C(=O)NCC(=O)O)CC1	-4.6
CCSc1cc(C)nc2ncnn12	-3.6

Some of the entries so far, comma-delimited:
SMILES,Artemis endo inh
COc1cc2cc(CN(CCN3CCCC3)C(=O)Nc3ccccc3Cl)c(=O)[nH]c2cc1OC,15.7
O=C(COc1ccccc1)Nc1cccc(-c2nnc(-c3ccccc3)o2)c1,18.3
C=CCn1c(SCc2c(C(=O)OC)sc(N)c2C(=O)OC)nnc1-c1ccc(Br)cc1,5.2
COCCCNC(=O)c1ccccc1NS(=O)(=O)c1ccc(C)cc1,-5.2
COc1ccc2c3c(cccc13)N(C)N=C2C,58.0*
CCCCc1nc(NCCN2CCOCC2)c(C#N)c2c1COC(C)(C)C2,-4.2
COC(=O)c1c(-c2ccc(F)cc2)csc1NC(=O)c1ccco1,0.1

Following part:
SMILES	Artemis endo inh
CC1=NOC(=O)/C1=C\c1ccc(-c2cccc(Cl)c2)o1	27.8
O=C(COc1ccccc1)N1CCN(C(=O)c2cccs2)CC1	1.0
COc1ccc(S(=O)(=O)NCCSCc2ccco2)cc1Cl	2.8
C(=N\c1ncnc2sccc12)/NOCc1ccccc1	-5.1
Cc1n[nH]c(=S)c2nn(-c3ccccc3F)c(C)c12	-5.3
N#Cc1ccc(OCc2nnc(SCC(=O)c3ccccc3)n2-c2ccccc2)cc1	6.6
CC(C)Cn1c2c(c(O)c(C(=O)Nc3ncccc3O)c1=O)CCCC2	30.5*
CCOc1ccc(N2CC(=O)N/C2=N\c2nc(C)cc(C)n2)cc1	-8.0
Cc1c(N=Cc2nc3ccccc3[nH]2)c(=O)n(-c2ccccc2)n1C	7.5
CC(=O)c1ccc(Oc2cc(C)nc(NCc3ccccc3)n2)cc1	5.8
O=C(CN1CCN(c2ncc(C(F)(F)F)cc2Cl)CC1)N1CCN(c2ncc(C(F)(F)F)cc2Cl)CC1	6.4
N/C(Cc1cccs1)=N\OC(=O)COc1ccc(Cl)cc1Cl	-1.9
COc1cc(C(=O)Nc2ccccc2N2CCN(S(C)(=O)=O)CC2)cc(OC)c1OC	-7.3
CCc1nnc(NC(=O)Nc2ccc(OC)cc2)s1	0.4
Cc1onc(-c2c(F)cccc2Cl)c1C(=O)OCN1C(=O)c2ccccc2C1=O	-1.4
O=C(NNC1=C(C(=O)C(F)(F)F)CCC1)c1cccc(O)c1	5.2
CCOC(=O)c1c(C)n(C)c2cc(Br)c(C(=O)OC)cc12	-3.1
Cc1ccc(-n2cc3c(=O)n(C)c(=O)n(C)c3c2)cc1C	3.2
CCC(=O)N1CCc2cc(Br)cc(S(=O)(=O)C3(C(=O)OC)CC3)c21	-4.3
Fc1ccc(CN(Cc2ccccc2)C(c2cccs2)c2nnnn2C2CCCCC2)cc1 (centres undefined)	-3.4
c1csc(C2=Nn3c(nnc3-c3ccncc3)SC2)c1	2.5
CCCCSc1nnc(-c2cc3c(C(F)(F)F)nn(C)c3s2)n1C	2.0
CCCCOC(=O)c1ccc(NC(=S)NC(=O)c2c(Cl)cnn2C)cc1	10.5
Cc1cc(C)c2c(CC(=O)N(CCC#N)Cc3cccnc3)coc2c1	0.0
CC(=O)N(CC1CCCO1)c1nnc(-c2ccccn2)s1 (centres undefined)	-0.3
CCOc1ccc2nc(NCCO)[nH]c2c1	-0.3
CCOC(=O)CC(=O)CSc1nc2c(cc1C#N)CCC2	1.6
O=C(OCc1csc(-c2ccccc2)n1)c1cccs1	10.2
Cc1cc(C)n(-c2ccc(C(=O)OCc3nnc(-c4ccccc4)o3)cc2)n1	0.8
c1csc(-n2nc3ccccc3n2)c1	-0.2
O=c1[nH]cnc2c([N+](=O)[O-])cccc12	3.3
Cc1nn(C(C)C(=O)NCC2CCCO2)c(=O)c2cc3occc3n12 (centres undefined)	-0.7
O=C(NNC(=O)c1ccc2ccccc2c1O)c1ccccc1Cl	18.4
Cc1cc(C)c(OCC(=O)Nc2cccc(O)c2)cc1C	3.0
CCS(=O)(=O)Nc1ccc(-c2ccc(NS(=O)(=O)CC)c(OC)c2)cc1OC	-0.8
CC1=C(C#N)C(c2cccnc2)C2=C(CC(C)(C)CC2=O)N1 (centres undefined)	-3.7
COC(=O)c1cc2n3ccccc3c(C)c(-c3ccccc3)c-2c1C(=O)OC	3.6
